Assay outcomes deposited in PubChem BioAssay by several laboratories.
Efflux pump mplx: antifungal efflux pump inhibition, Nile Red retention; S. cerevisiae Candida pump triplex; inhibition, % at 10 µM; hit rate 0.44% among 330,000; AID 485275;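 active = plate passing quality check with inhibition over a set limit, or well fluorescence over plate mean plus 4 SD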;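 also: Nile Red retained in pooled yeast measured as flow cytometry median fluorescence; 0% = buffer negative control and 100% = Enniatin B positive control; higher means more Nile Red kept so more efflux inhibition; some compounds called inactive have numbers as strong as hits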
MCL1-BIM inh: inhibitors of human MCL1 binding to BIM-BH3 peptide; Q07820; GST-MCL1 / FITC-Bim-BH3 fluorescence polarization; inhibition, % at 10.9 µM; hit rate 0.68% among 320,000;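 active = inhibition above the mean inhibition of all tested compounds plus 3 SD, set per campaign, cut at about 40% in these data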;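 also: 0% = DMSO wells and 100% = unlabeled Bim-BH3 peptide control; higher means more loss of mP so more displacement of Bim peptide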
VLA-4 inh: inhibition in a human VLA-4 binding assay; hit rate 0.2% among 330,000; inhibition, % (about 7 µM as worked out from the volumes in the protocol); VLA-4 expressing cells, ligand binding flow cytometry; P13612; in the data active = inhibition above about 50%
GRK2 aptamer HTS: inhibitors of human GRK2 displacing RNA aptamer. inhibition of aptamer binding, % at 10 µM. hit rate 0.59% among 330,000. bead flow cytometry, FAM-aptamer displacement from GRK2. P25098;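 active = inhibition of aptamer binding above 40%, roughly 3 SD of noise, on plates passing a quality check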;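 also: median bead fluorescence of bound FAM aptamer so fluorescent compounds give negative values; no value below 0 was filed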
Target sequence (P25098 whole entry, looked up): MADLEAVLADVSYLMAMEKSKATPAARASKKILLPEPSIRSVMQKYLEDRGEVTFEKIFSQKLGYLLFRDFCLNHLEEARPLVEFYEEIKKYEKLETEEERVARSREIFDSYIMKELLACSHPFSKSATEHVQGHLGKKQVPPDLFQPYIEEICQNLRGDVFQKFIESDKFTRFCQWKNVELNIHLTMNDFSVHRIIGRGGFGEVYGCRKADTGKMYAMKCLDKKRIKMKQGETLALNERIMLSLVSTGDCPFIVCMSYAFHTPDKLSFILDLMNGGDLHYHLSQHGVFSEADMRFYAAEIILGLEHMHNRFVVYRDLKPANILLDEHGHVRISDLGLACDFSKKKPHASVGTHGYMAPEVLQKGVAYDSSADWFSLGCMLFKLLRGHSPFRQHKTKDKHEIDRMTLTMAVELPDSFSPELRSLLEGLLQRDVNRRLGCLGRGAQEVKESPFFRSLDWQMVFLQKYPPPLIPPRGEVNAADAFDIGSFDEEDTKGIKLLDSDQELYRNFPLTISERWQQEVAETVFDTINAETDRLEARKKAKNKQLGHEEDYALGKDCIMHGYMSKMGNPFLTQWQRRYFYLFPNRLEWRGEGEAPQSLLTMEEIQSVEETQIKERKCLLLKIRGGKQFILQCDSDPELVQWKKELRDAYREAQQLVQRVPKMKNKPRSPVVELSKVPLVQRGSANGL
BCLXL inh: inhibitors of human Bcl-xL. hit rate 0.7% among 320,000. Q07817. inhibition, % at 10.9 µM. AID 2129. GST-Bcl-xL / FITC-Bim BH3 peptide fluorescence polarization;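 active = inhibition above the mean of all tested compounds plus 3 SD, cutoff set per campaign, cut at about 30% in these data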;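 also: 0% = DMSO wells and 100% = unlabeled Bim-BH3 peptide competitor; inhibitors lower millipolarization by displacing the labeled peptide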
Target sequence (Q07817 whole entry, looked up): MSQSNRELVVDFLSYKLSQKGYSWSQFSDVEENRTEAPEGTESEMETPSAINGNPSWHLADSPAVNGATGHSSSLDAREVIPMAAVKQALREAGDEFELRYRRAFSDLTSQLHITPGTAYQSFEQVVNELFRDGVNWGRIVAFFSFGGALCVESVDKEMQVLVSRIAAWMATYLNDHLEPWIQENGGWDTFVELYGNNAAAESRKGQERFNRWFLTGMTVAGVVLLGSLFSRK
PME-1 inh: blocks human protein phosphatase methylesterase 1. recombinant PME-1, FP-Rh probe fluorescence polarization. inhibition, % at 5.9 µM. hit rate 0.53% among 320,000. AID 2130;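 active = inhibition above the campaign mean of all compounds plus 3 SD, cut at about 26% in these data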;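 also: competitive labeling of PME-1 active site by serine hydrolase directed probe; 0% = PME-1 with DMSO and 100% = wells lacking PME-1 enzyme; inhibitors block probe labeling so polarization falls and inhibition rises; many of its hits are not listed in these tables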
Fam108B inh: Fam108B inhibition, counter-screen for RBBP9 inhibitors | recombinant Fam108B, FP-Rh probe fluorescence polarization | hit rate 0.33% among 300,000 | AID 1947 | inhibition, % at 9.51 µM;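 active = inhibition above the screen mean inhibition plus 3 SD, computed separately per campaign, cut at about 18% in these data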;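 also: inhibitors lower polarization as less probe binds the enzyme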
MEX-5 binding: C. elegans MEX-5 TCR-2 RNA binding activity | Q9XUB2 | MEX-5/FITC-TCR2 RNA binding, fluorescence polarization; active compounds read low | activity score (negative = inhibition of binding), % at 10 µM | hit rate 0.38% among 300,000 | AID 1832;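 active = inhibition past about -25% in most replicates, and total fluorescence under double the plate's negative control median, limit read from the data; inconclusive = replicates evenly split on the limit, or fluorescence at least double controls; inactive = too little inhibition in most replicates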;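 also: 0% = DMSO and -100% = 5 µM competing unlabeled TCR2 RNA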
GLD-1 TGE inh: GLD-1-TGE RNA interaction inhibition (C. elegans). Q17339. purified GLD-1 + fluorescein TGE RNA, fluorescence polarization. inhibition, % at 5.96 µM. hit rate 0.44% among 320,000;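 active = percent inhibition above a per-plate cutoff, the plate mean of test compounds plus 3 SD, cut at about 30% in these data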;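 also: 0% = DMSO wells with GLD-1 and probe and 100% = wells lacking GLD-1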
Active calls of the source: *; u = inconclusive; x = not tested or not shown. The list is partial (hit frequency here may not be typical).

SMILES	Efflux pump mplx	MCL1-BIM inh	VLA-4 inh	GRK2 aptamer HTS	BCLXL inh	PME-1 inh	Fam108B inh	MEX-5 binding	GLD-1 TGE inh
CCN(CC)C(=O)c1sc2nc(-c3ccccn3)[nH]c(=O)c2c1C	0.4	10	6	5	0	-1	-3	-0.9	-3
CCOC(=O)NNC(=S)Nc1c(C)n(C)n(-c2ccccc2)c1=O	-0.1	9	13	0	3	-1	-4	1.9	-3
O=C(CSc1nc(COc2ccccc2)nc2ccccc12)NC1CCCC1	-0.1	8	-11	0	6	8	3	-3.0	6
NC(=O)c1ccc(-c2csnn2)cc1	-0.1	-3	0	0	3	-1	2	-1.9	0
COc1cccc(NC2=Nc3cccc4cccc2c34)c1	1.8	-32	16	5	-8	12	10	3.3	-10
Cc1cccn2c(=O)c3cc(C(=O)N4CCN(Cc5ccccc5)CC4)sc3nc12	0.0	6	-4	0	6	4	x	x	-1
O=C(NC1CCCC1)C(c1ccccc1)N(Cc1ccc(F)cc1)C(=O)c1csnn1 (stereo not given)	-0.2	15	-6	1	7	9	4	0.0	-7
O=C1c2ccc(-c3ccc(F)cc3OCc3ccccc3)cc2S(=O)(=O)c2cccc(C(=O)N3CCN(c4ncc(Br)cn4)CC3)c21	0.2	x	12	0	x	x	x	x	5
COc1ccc(NC(=S)N(CCO)Cc2cc3c(C)cc(C)cc3[nH]c2=O)cc1	-0.2	0	2	2	1	6	4	-0.6	-1
CCC1=NC(c2ccccc2Cl)N(O)C1(C)C (stereo not given)	0.0	-2	16	1	-1	-1	4	2.4	3
O=[N+]([O-])c1ccc(N2CCN(CCOCCO)CC2)c([N+](=O)[O-])c1	0.2	1	27	0	5	0	-4	1.2	-1
COCc1c(C(=O)N/N=C\c2cccs2)nnn1-c1nonc1N	0.1	0	8	0	4	4	2	-0.5	3
CCOC(=O)C1(Cc2cccc(OC)c2)CCN(Cc2ccc(OC)c(O)c2)CC1	0.0	-4	9	0	2	2	5	0.8	-2
CC1(NC(=O)CCc2nc3ccccc3c(=O)[nH]2)CCS(=O)(=O)C1 (stereo not given)	0.6	8	1	0	2	5	2	-0.6	8
CCOc1cc(CNCc2cc(OC)cc(OC)c2)ccc1OC	0.0	-6	8	0	3	1	-1	-0.2	-4
COc1ccc(OCc2nnc(SCC(=O)Nc3ccccc3C#N)o2)cc1	0.0	-1	15	2	0	1	0	0.4	0
O=C1c2ccsc2SCCN1Cc1ccc(Cl)cc1Cl	0.0	-2	-3	0	0	-1	3	0.3	2
O=C(COC(=O)c1cc([N+](=O)[O-])ccc1NCc1ccccc1)NC1CCCc2ccccc21 (stereo not given)	-0.1	3	3	2	1	4	-1	-2.4	3
CC(=O)Nc1cccc(C(=O)OCC(=O)NC2CCCCCCC2)c1	0.1	0	-7	0	0	-3	x	x	-3
Cc1noc(C)c1COc1ccc(C(=O)OC(C)C(=O)Nc2ccc(S(=O)(=O)N3CCOCC3)cc2)cc1 (stereo not given)	0.7	11	5	3	2	-3	0	0.3	4
O=C(Cn1cc([N+](=O)[O-])ccc1=O)NCC1COc2ccccc2O1 (stereo not given)	-0.1	-8	0	1	-3	-3	x	x	1
CCNc1nc(=S)nc(NCc2ccccc2)[nH]1	0.1	6	-2	0	10	0	0	-2.1	4
Cc1cc(C)nc(NC(=O)c2c(-c3ccccc3Cl)noc2C)n1	0.1	-3	8	0	1	-1	-1	-4.7	-2
COc1ccc(CCC(=O)NCC(c2ccco2)N2CCc3ccccc32)cc1 (stereo not given)	-0.1	0	-22	1	1	4	-3	0.6	-3
CCCCCC(=O)Nc1cccc(-c2nc3ncccc3o2)c1	0.0	2	16	3	3	-4	-2	0.0	0
CCCc1nc2scc(-c3ccc(C)cc3)c2c(=O)n1N	0.0	2	8	0	2	-6	5	-2.3	4
Cc1nn(CC(=O)Nc2ccc(N3CCOCC3)cc2)c(C)c1Cl	-0.2	2	12	3	2	0	-1	0.2	-3
O=C(CN1C(=O)c2ccccc2C1=O)OC(C(=O)c1ccc(Cl)cc1)c1ccccc1 (stereo not given)	0.2	-3	-1	0	-3	-8	-3	1.7	0
Cn1c(CNC(=O)OC(C)(C)C)n[nH]c1=S	0.3	6	10	0	-1	2	2	-2.6	0
COc1ccccc1S(=O)(=O)Cc1ccc(C(=O)NCC(OC)OC)o1	0.0	7	-14	0	6	1	-5	-2.1	2
Cc1ccc(C(=O)NC(=S)NCC2CCCO2)cc1Br (stereo not given)	0.1	12	-5	0	7	2	0	-0.1	4
COc1ccc(CNC(=O)c2ccc(CS(=O)c3ccccc3)o2)cc1 (stereo not given)	0.0	0	0	0	-2	-4	7	2.2	-1
O=C(Nc1ccc(CN2CCOCC2)cc1)c1ccc(-c2ccc(Cl)cc2Cl)o1	0.0	1	-2	0	-2	-46	-38	4.5	5
COc1cccc(C2CC(c3cccc(Br)c3)n3nc(N)nc3N2)c1 (stereo not given)	0.0	0	-4	3	7	-1	3	0.6	-2
O=C(CN1c2cccc3cccc(c23)S1(=O)=O)N1CCN(c2ccc(F)cc2)CC1	-0.2	9	45	1	0	-4	x	x	9
Cc1cccc(C(=O)NCC(=O)N2CCN(c3ccccn3)CC2)c1	0.0	x	-5	0	x	x	x	x	-1
COc1ccc2[nH]cc(CCN3C(=O)CCC3=O)c2c1	0.0	3	3	1	6	3	-1	-2.3	6
CCOc1ccc(OCC)c(NC(=O)C2CCCN(c3ncccn3)C2)c1 (stereo not given)	-0.1	1	-7	3	-1	3	5	0.5	-1
Cc1cc(Nc2ncc(Cl)cc2Cl)n[nH]1	-0.1	8	37	0	1	6	3	5.8	-1
COCCC(=O)N1CCC(Oc2ccc(C(=O)NCCc3cn[nH]c3)cc2)CC1	0.1	9	12	0	7	5	4	3.4	0
C[C@H](CO)N1C[C@H](C)[C@@H](CN(C)C(=O)Nc2ccc(C(F)(F)F)cc2)Oc2ccc(NC(=O)CCC(F)(F)F)cc2C1=O	0.4	x	1	0	x	x	x	x	4
Cc1ccc(C(C(=O)NC2CCCCC2)N(C(=O)c2csnn2)C2CC2)o1 (stereo not given)	0.0	6	-1	3	9	7	-6	2.1	-2
Cc1ccc(C)c(Nc2nc3c(S(=O)(=O)c4ccccc4)nnn3c3ccccc23)c1	0.0	7	5	0	3	5	-1	-0.8	3
Cc1cc(C)cc(C(=O)NCCCN2CCOCC2)c1	0.1	6	9	2	1	-1	-1	1.9	4
Cc1cccc(NC(=O)c2cc3ccccc3oc2=O)c1	-0.1	2	5	4	0	3	2	0.3	4
N#C/C(=C/N1CCOCC1)c1ccccc1	0.1	-7	-1	4	-8	2	-2	-0.3	-10
CN(C)NC(=S)NC1CCS(=O)(=O)C1 (stereo not given)	0.2	6	6	0	4	0	-1	2.0	1
COCCn1nnnc1C(c1ccc2ncccc2c1)N1CCN(c2ccccc2F)CC1 (stereo not given)	-0.1	7	13	0	2	-3	-1	-1.3	5
O=C(O)c1cccc(COc2cccc3ccccc23)c1	-0.1	1	4	2	6	-2	2	1.9	-6
COc1ccccc1-c1cc(C(=O)NCCCN2CCOCC2)no1	0.0	5	-1	2	4	2	0	-0.2	-1
Cc1cc(C)n(CCC(=O)N/N=C/c2cccc([N+](=O)[O-])c2)n1	0.2	-1	1	1	2	3	0	0.6	-1
CCOC(=O)c1c(C)cccc1OCC(N)=O	0.1	1	10	0	3	0	-3	1.2	-5
O=C(C1CCCO1)N1CCN(C(=S)NC2CC2)CC1 (stereo not given)	0.1	10	8	1	3	2	3	-0.2	3
CN(C)CCNC(=O)c1scc2c1CCCC2	0.0	-4	-2	0	1	-2	3	1.1	-1
CCCCn1nc(NS(=O)(=O)c2cccc3nonc23)c2cc3cccc(C)c3nc21	0.0	8	-5	0	6	11	1	1.9	3
COc1ccc(-c2noc(Cc3ccccc3OC)n2)cc1	0.1	1	29	3	-2	4	-5	1.0	-8
COc1ccc(/C=N/c2sc3c(c2C#N)CCN(Cc2ccccc2)C3)c(O)c1	0.3	6	-21	4	14	-2	-4	1.2	-12
O=C(Cc1ccc([N+](=O)[O-])cc1)Nc1cc(C(F)(F)F)cc(C(F)(F)F)c1	-0.2	-5	7	2	3	-6	-3	-0.3	6
COc1cc(-c2nnc(SCC#CCO)o2)cc(OC)c1OC	0.0	-5	13	3	1	-7	-2	0.9	6
Cc1ccnc(NC(=O)CNC(=O)c2ccccc2Br)c1	-0.3	-6	2	0	3	2	-1	-0.5	0

Retrieved by compound from above (2):
SMILES	Efflux pump mplx	MCL1-BIM inh	VLA-4 inh	GRK2 aptamer HTS	BCLXL inh	PME-1 inh	Fam108B inh	MEX-5 binding	GLD-1 TGE inh
CN(C)CCNC(=O)c1scc2c1CCCC2	0.0	-4	-2	0	1	-2	3	1.1	-1
O=C(O)c1cccc(COc2cccc3ccccc23)c1	-0.1	1	4	2	6	-2	2	1.9	-6

(listing goes on)
SMILES	Efflux pump mplx	MCL1-BIM inh	VLA-4 inh	GRK2 aptamer HTS	BCLXL inh	PME-1 inh	Fam108B inh	MEX-5 binding	GLD-1 TGE inh
CN(C(=O)c1cccc(NC(=O)Cc2ccc([N+](=O)[O-])cc2)c1)C1CCCCC1	0.4	x	-7	0	x	x	x	x	-5
Cc1ccccc1N(CC(=O)N1CCCC1)S(=O)(=O)c1ccc(Cl)cc1	0.8	1	3	0	4	12	-1	2.3	1
O=C(N/N=C1\CC2CC=CC12)c1ccc(COc2ccccc2)cc1 (stereo not given)	0.1	10	-4	3	1	-1	0	-1.7	5
COc1ccc(C(=O)NCCCNC(=O)c2cnccn2)cc1Br	0.1	2	3	2	2	-2	0	-3.6	10
C1CCC(C23CC4CC(CC(C4)C2)C3)NC1 (stereo not given)	0.0	5	-3	2	2	2	3	2.0	-1
Cc1ccc(C(=O)NC2CCCCNC2=O)cc1C (stereo not given)	-0.1	-3	-5	0	-1	5	3	-0.5	5
Cc1cc(=O)n2c(c1C#N)SC1CCCCC12O (stereo not given)	0.0	7	8	0	3	2	-2	-0.4	4
O=C(COc1ccccc1-c1ccccc1)Nc1ccc(S(=O)(=O)NCc2ccco2)cc1	-0.1	8	10	0	4	7	6	0.4	1
CCOC(=O)Nc1cc(C)c(Cl)cc1OC	-0.1	-6	5	1	0	4	2	0.1	-7
CSc1ccc(CN(C)CC(=O)NC(C)c2ccccc2)cc1 (stereo not given)	0.0	-5	2	0	-1	7	-2	0.9	54*
COc1ccc(/C=C/C(=O)OCC(=O)NC2CCCCC2C)c(OC)c1 (stereo not given)	0.1	4	7	0	3	-1	x	x	1
O=C(COc1cccc2ccccc12)Nc1cc(S(=O)(=O)N2CCOCC2)ccc1N1CCOCC1	0.1	3	-1	5	5	13	1	0.1	0
COc1ccc(S(=O)(=O)/C(C#N)=C/Nc2ccccc2F)cc1	-0.1	-5	10	0	0	4	-6	2.3	-2
Cc1csc(NC(=O)C2CCCCN2S(=O)(=O)c2ccccc2)n1 (stereo not given)	0.0	-4	8	95*	2	-3	-1	0.0	-1
CCOCCCn1c(=NC(=O)c2cccs2)c(C#N)cc2c(=O)n3ccccc3nc21	-0.1	97*	-9	1	91*	-6	-1	u	55*
COc1ccc(CCN(C)C(=O)c2ccc(C)c(S(=O)(=O)N3CCCCC3)c2)cc1OC	0.0	-3	-12	0	1	13	x	x	-3
Cc1ccc(-c2nc(CS(=O)CC(=O)NCc3ccco3)c(C)o2)cc1 (stereo not given)	0.0	-1	16	2	4	6	-1	-4.1	-4
